Compound activity: PubChem, National Center for Advancing Translational Sciences (NCATS)
PTAP-TSG101 blk: inhibitors of HIV-1 PTAP binding to human TSG101, validation; AID 1347069; 44,000 tested, under 10 active; Potency, µM (highest dose often 115 µM), inactives show top-dose activity change, negative = inhibition, usual class: inhibitors; Fluorescence polarization, FITC-PTAP peptide/Tsg101, 20 min; also: potency is read from the fitted curve at half-maximal effect; 0% is about no effect
Target sequence (Q99816 whole entry, looked up): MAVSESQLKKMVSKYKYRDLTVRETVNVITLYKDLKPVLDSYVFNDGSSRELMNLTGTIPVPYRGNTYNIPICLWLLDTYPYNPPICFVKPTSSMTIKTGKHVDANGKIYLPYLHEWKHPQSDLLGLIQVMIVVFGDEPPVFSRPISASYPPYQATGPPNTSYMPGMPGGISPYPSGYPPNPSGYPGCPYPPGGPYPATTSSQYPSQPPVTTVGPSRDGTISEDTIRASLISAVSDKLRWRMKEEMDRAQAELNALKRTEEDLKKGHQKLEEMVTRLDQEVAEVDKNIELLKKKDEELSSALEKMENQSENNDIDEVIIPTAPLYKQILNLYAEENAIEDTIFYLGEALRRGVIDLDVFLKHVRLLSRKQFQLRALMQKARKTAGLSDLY
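qHTS FP binding, 20 min r.t.: 10 uM Tsg101 domain + 50 nM FITC-PTAP peptide, pH 7.5 HEPES buffer with TCEP and EDTA.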
p53null 39C kill: kills p53 null cells at the nonpermissive temperature. 55,000 compounds, 0.97% hits. Potency, µM (series often up to 46.1 µM), for the others: at the top dose activity, negative = cell killing, actives largely listed as cytotoxic. H1299 p53-null (neo) cells, 39C, ATPlite viability, 24 h;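 also: potency is read from the fitted curve at half-maximal effect; 0% = DMSO only and -100% = full killing by 100 µM tamoxifen; nearly all actives have a fitted effect of over 50% in size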
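H1299 lung cancer cells, p53-null (H1299-neo) or expressing p53 A138V (H1299-p53A138V), were plated overnight at 37C, then exposed to compounds at up to 46 uM for 24 hr at 39C. Viability was read by ATP-based luminescence.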
B2AR arrestin ag: ADRB2 beta-arrestin recruitment; HTLA Tango cells, beta-arrestin recruitment, luciferase luminescence, 18 h; Potency, µM (series often up to 46.1 µM), inactives show at the top dose activation, usual class: activators; 44,000 tested, under 10 active;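 also: potency is read from the fitted curve at half-maximal effect; 0% = DMSO and full agonism = EC100 isoproterenol or metaproterenol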
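Tango cell line, 1% FBS DMEM; cpd titration up to 46 microM; 18 hr, 37 degrees C, 5% CO2. Luciferin/ATP substrate mix added, 15 min RT, luminescence. %Activity, CRC fitting, curve-class categorization.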
p53null 32C tox: kills p53 null cells at the permissive temperature; H1299-neo p53 null cells, ATP luminescence, 24 h, 32C; Potency, µM (doses to about 46.1 µM), without a hit: at the highest dose activity change, negative = cytotoxicity, most hits filed as cytotoxic; 55,000 compounds, 0.62% hits; AID 903;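 also: potency is read from the fitted curve at half-maximal effect; 0% = DMSO only and -100% = full killing by 100 µM tamoxifen; nearly all actives have a fitted effect of over 55% in size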
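H1299-neo, 600 cells/well; overnight 37C; cpd up to 46 uM, 24 h at 32C; ATPlite luminescence after 20 min RT; normalized to DMSO (0%) and tamoxifen 100 uM (100% kill); Hill-fit AC50.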
FH mod: Identification of activators of human fumarate hydratase by quantitative high-throughput screening; Fumarate hydratase, mitochondrial (Homo sapiens), P07954; 54,000 compounds, 0.22% hits; Potency, µM (series often up to 79.9 µM), for inactives: at the top dose activity change, negative = inhibition, usual class: inhibitors; FH coupled MDH/diaphorase resazurin fluorescence, 15 min; AID 1347055, 2019; also: potency is read from the fitted curve at half-maximal effect; % is scaled to controls: 0 for no effect and ±100 for the full control effect; the screen sought activators but most active calls are inhibition curves; nearly all actives have a fitted effect of over 45% in size
GALK inh: GALK (human) enzyme inhibition | recombinant GALK, Kinase-Glo ATP luminescence, 1 h | AID 1347072 | 44,000 tested, under 10 active | Potency, µM (doses to about 57.5 µM), without a hit: at the top dose activity, negative = inhibition, hits mostly inhibitors | P51570;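 also: plate controls were full GALK reaction for no effect and reaction lacking GALK for full effect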
Target sequence (P51570 whole entry, looked up): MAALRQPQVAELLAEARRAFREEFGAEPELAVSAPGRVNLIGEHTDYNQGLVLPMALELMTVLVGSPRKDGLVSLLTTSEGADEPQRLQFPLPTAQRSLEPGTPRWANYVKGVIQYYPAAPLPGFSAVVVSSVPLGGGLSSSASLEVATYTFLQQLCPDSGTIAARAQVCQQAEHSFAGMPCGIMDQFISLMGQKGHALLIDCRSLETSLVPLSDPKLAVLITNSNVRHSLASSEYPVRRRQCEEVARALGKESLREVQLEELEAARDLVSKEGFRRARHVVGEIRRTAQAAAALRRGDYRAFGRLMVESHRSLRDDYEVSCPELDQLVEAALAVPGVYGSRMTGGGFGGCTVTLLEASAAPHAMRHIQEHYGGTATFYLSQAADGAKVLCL
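Luminescent ATP-depletion readout (Kinase-Glo Plus) after 1 h room-temperature incubation of human GALK (5 nM) with galactose 100 µM and ATP 35 µM, pH 8.0 HEPES/Mg2+ buffer; compounds tested in qHTS format.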
NTMT1 inhibitor: NTMT1 methyltransferase inhibition; Q9BV86; NTMT1 MTase-Glo SAH luminescence, purified enzyme; Potency, µM (doses to about 114 µM), without a hit: top-dose activity change, negative = inhibition, hits mostly inhibitors; 59,000 compounds, 2.5% hits; AID 1645870;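 also: potency is read from the fitted curve at half-maximal effect; plate controls were DMSO vehicle for no effect and no enzyme for full effect; nearly all actives have a fitted effect of over 65% in size; many of its hits are not listed in these tables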
Target sequence (Q9BV86 whole entry, looked up): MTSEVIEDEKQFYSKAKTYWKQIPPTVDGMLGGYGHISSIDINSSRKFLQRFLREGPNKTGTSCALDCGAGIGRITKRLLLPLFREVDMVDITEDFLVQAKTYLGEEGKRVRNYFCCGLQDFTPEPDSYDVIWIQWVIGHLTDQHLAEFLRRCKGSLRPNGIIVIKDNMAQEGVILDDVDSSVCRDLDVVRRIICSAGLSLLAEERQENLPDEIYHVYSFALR
* marks the source's active call; other numbers are inactive results; ? = inconclusive; . = no result given; [ ] = another dose, or the depositor's remark. Calls follow the shape of the dose curve; as a rule, active = well fitted curve in the direction sought with a large enough effect; inconclusive = small, poorly fitted or top-dose-only effect, or another doubt; inactive = no such curve, though single readings can be large; an effect the other way counts as inactive or inconclusive. A portion of the library (hit frequency here may not be typical).

smiles,PTAP-TSG101 blk,p53null 39C kill,B2AR arrestin ag,p53null 32C tox,FH mod,GALK inh,NTMT1 inhibitor
Cc1cccc(N2C(=O)CC(c3ccc(F)cc3)C3=C2COC3=O)c1 (stereo unspecified),0%,-4%,0%,-4%,9%,1%,2%
COc1cccc(NC(=O)c2oc3ccccc3c2NC(=O)Cc2cccc(C)c2)c1,2%,?,-1%,-7%,?,4%,4%
O=C(CSc1nc2ccccc2nc1Cc1ccc(Cl)cc1)N1CCc2ccccc21,3%,15%,0%,-10%,-26%,3%,2%
COc1ccc(CCCc2nnc(SCC(=O)Nc3ccc(Cl)cc3)o2)cc1,-9%,-2%,0%,10%,?,3%,?
Cc1ccc(C)c(NC(=O)CSc2nnc(C)n3c2cc2occc23)c1,5%,?,1%,-11%,3%,2%,-6%
COc1cc(C2CC(=O)N(c3ccc(C)c(Cl)c3)C3=C2C(=O)OC3)cc(OC)c1OC (stereo unspecified),-8%,-15%,1%,4%[9.22 µM],-3%,1%,5%
Cc1ccc(C)c(NC(=O)Cn2ccn(-c3ccc(F)cc3)c(=O)c2=O)c1,4%,-12%,0%,8%,-7%,3%,-4%
Cc1ccccc1Cn1nnc2c(=O)[nH]c(C3CCCN(C(=O)c4ccc(C(C)(C)C)cc4)C3)nc21 (stereo unspecified),-5%,?,-2%,13%,?,-4%,4%
CCCOc1ccc(NC(=O)CC2C(=O)N(c3ccc(F)cc3)C(=O)N2CC(C)C)cc1 (stereo unspecified),1%,8%,0%,-4%,.,0%,.
Cc1ccc(C)c(NC(=O)c2nc(S(=O)(=O)Cc3ccc(F)cc3)ncc2Cl)c1,-2%,?,-2%,-1%,3%,-2%,21%
O=C(Nc1ccc(F)cc1F)c1ccc(-c2ccccc2)s1,0%,?,-2%,-15%,-1%,8%,8%
O=c1cc(-c2ccccc2)nc(SCc2nc(-c3ccc(C(F)(F)F)cc3)no2)[nH]1,0%,-17%,1%,-4%,?,6%,-12%
O=C(Cn1c(=O)oc2cc(Cl)ccc21)Nc1cccc(C(F)(F)F)c1,-1%,-6%,0%,14%,-7%,1%,-1%
COc1cc2c(cc1OC)C(COc1ccccc1OC)N(C(=O)COc1ccc(Cl)cc1)CC2 (stereo unspecified),-8%,13%,4%,-3%,-24%,0%,-5%
CC1Cc2cc(S(=O)(=O)NCCc3ccccc3)ccc2N1C(=O)C1CCC1 (stereo unspecified),0%,-30%,1%,-10%,.,0%,.

The list goes on, starting with the last 7 of the part before.
smiles,PTAP-TSG101 blk,p53null 39C kill,B2AR arrestin ag,p53null 32C tox,FH mod,GALK inh,NTMT1 inhibitor
CCCOc1ccc(NC(=O)CC2C(=O)N(c3ccc(F)cc3)C(=O)N2CC(C)C)cc1 (stereo unspecified),1%,8%,0%,-4%,.,0%,.
Cc1ccc(C)c(NC(=O)c2nc(S(=O)(=O)Cc3ccc(F)cc3)ncc2Cl)c1,-2%,?,-2%,-1%,3%,-2%,21%
O=C(Nc1ccc(F)cc1F)c1ccc(-c2ccccc2)s1,0%,?,-2%,-15%,-1%,8%,8%
O=c1cc(-c2ccccc2)nc(SCc2nc(-c3ccc(C(F)(F)F)cc3)no2)[nH]1,0%,-17%,1%,-4%,?,6%,-12%
O=C(Cn1c(=O)oc2cc(Cl)ccc21)Nc1cccc(C(F)(F)F)c1,-1%,-6%,0%,14%,-7%,1%,-1%
COc1cc2c(cc1OC)C(COc1ccccc1OC)N(C(=O)COc1ccc(Cl)cc1)CC2 (stereo unspecified),-8%,13%,4%,-3%,-24%,0%,-5%
CC1Cc2cc(S(=O)(=O)NCCc3ccccc3)ccc2N1C(=O)C1CCC1 (stereo unspecified),0%,-30%,1%,-10%,.,0%,.
COc1ccc(NC(=O)c2sc3nc4c(cc3c2N)CN(Cc2ccccc2)CC4)c(OC)c1,1%,-6%,1%,-9%,-6%,0%,9%
CCC(C(=O)Nc1cc(Cl)ccc1OC)n1nc(-c2ccccc2)ccc1=O (stereo unspecified),-2%,14%,-1%,11%,?,0%,?
CCOCCc1nn2c(=O)cc(COC(=O)c3ccc(NC(=O)c4ccc(F)cc4)cc3)nc2s1,1%,3%,1%,-3%,-7%,2%,14%
COc1ccc(Cn2c(=O)c3ccccc3n3c(-c4cccc(OC)c4OC)nnc23)cc1,1%,11%,-2%,-4%,-26%,1%,2%
O=C(Nc1ccc(F)cc1Cl)n1ncc2cc(Cl)ccc21,-2%,15%,-3%,-8%,-21%,1%,-9%
CCOc1ccc(-c2nnc(SCC(=O)NCc3ccccc3Cl)o2)cc1,1%,-20%,-2%,?,1%,2%,7%
CCCSc1ncc(Cl)c(C(=O)Nc2sc3c(c2C(=O)OC)CCCC3)n1,1%,-11%,0%,3%,2%,0%,10%
Cc1ccc(-n2nc(C)c3c(C)cc(=O)n(CC(=O)Nc4ccc(Br)cc4F)c32)cc1,0%,-14%,-1%,-10%,-17%,-1%,-7%
Cc1ccc(Cn2c(C)c3cnn(CC(=O)O)c(=O)c3c2C)cc1,0%,-14%,-4%,?,2%,7%,3%
COc1ccccc1NC(=O)CSC1=Nc2ccccc2C2=NC(CC(=O)NCCc3ccccc3)C(=O)N12 (stereo unspecified),0%,1%,-3%,3%,-17%,-3%,-20%
CCN1CCc2nc3sc(C(=O)Nc4ccccc4OC(F)(F)F)c(N)c3cc2C1,-1%,-23%,1%,0%,-5%,2%,-24%
CCOC(=O)c1ccccc1NC(=O)Nc1cc2c(cc1N1CCCCC1)n(C)c(=O)n2C,-1%,-9%,1%,-3%,1%,-10%,-2%
O=C(Cn1c(=O)n(CCCS(=O)(=O)C2CCCCC2)c(=O)c2ccccc21)Nc1ccccc1F,1%,-14%,1%,5%,4%,-1%,27%
O=C(C1CCC(CNS(=O)(=O)c2ccc(Br)s2)CC1)N1CCN(c2ccccc2Cl)CC1 (stereo unspecified),0%,-7%,-2%,1%,-7%,4%,-3%
CCOc1ccc(-c2cc(CCCC(=O)NCCc3ccc(OCC)c(OCC)c3)no2)cc1,1%,-1%,0%,-8%,1%,-3%,1%

Other structures:
Letters – A = PTAP-TSG101 blk; B = p53null 39C kill; C = B2AR arrestin ag; D = p53null 32C tox; E = FH mod; F = GALK inh; G = NTMT1 inhibitor
> COc1cccc(CNC(=O)c2cc3c(s2)-c2c(C)cccc2OC3)c1
  A: -1%	B: -22%	C: 0%	D: 16%	E: -23%	F: -12%	G: -2%
> Clc1cccc(Nc2ncnc3c2nc2n3CCCCC2)c1
  A: -8%	B: -26%	C: 0%	D: -27%	E: -6%	F: 0%	G: ?
> CCOc1ccccc1C(=O)Nc1ccc(S(=O)(=O)Nc2onc(C)c2C)cc1
  A: -7%	B: -6%	C: 0%	D: -4%	E: 3%	F: 3%	G: 1%
> O=C(NCCc1ccccc1)c1c[nH]c2ccc(S(=O)(=O)Nc3ccc(F)cc3F)cc2c1=O
  A: 1%	B: 2%	C: -1%	D: 15%	E: -16%	F: -5%	G: 3%
> Cc1ccc(NC(=O)CSc2nc(-c3cccs3)cc(C(F)(F)F)n2)cc1C
  A: 2%	B: -9%	C: 1%	D: 4%	E: 0%	F: ?	G: -1%
> CCOC(=O)C1CCN(C(=O)c2cnn(-c3ccc(F)cc3)c2-n2cccc2)CC1
  A: -1%	B: 3%	C: 1%	D: -2%	E: 0%	F: 0%	G: 3%
> O=C(Cc1ccccc1)Nc1nnc2n1CCS2
  A: -1%	B: 30%[activator]	C: ?	D: 2%	E: 8%	F: -9%	G: -8%
> Cc1ccc(C)c(NC(=O)Cn2ncc3c([nH]c4ccccc43)c2=O)c1
  A: -7%	B: -12%	C: -1%	D: 2%	E: 4%	F: 0%	G: 5%
> Cc1cc(F)ccc1NC1(c2ccccc2)C(=O)c2ccccc2C1=O
  A: -4%	B: -17%	C: -1%	D: -5%	E: -8%	F: 3%	G: 8%
> CN(C)c1ccc(CNC(=O)C2CCN(S(=O)(=O)c3ccc4c(ccn4C)c3)CC2)cc1
  A: 2%	B: -17%	C: 0%	D: -2%	E: -22%	F: -1%	G: -30%
> COc1cc2c(cc1OC)C(COc1ccc3c(C)cc(=O)oc3c1)N(C(=O)c1cccc(OC)c1OC)CC2 (stereo unspecified)
  A: 1%	B: 1%	C: 1%	D: -2%	E: -20%	F: 5%	G: -6%
> N#Cc1ccccc1Cn1cnc2nc3c(cc2c1=O)CCCC3
  A: -2%	B: ?	C: 0%	D: 1%	E: -5%	F: -1%	G: -22%
> CCCCN(CCCC)CCNC(=O)Cn1nc(CC)n2c(cc3sccc32)c1=O
  A: -1%	B: -15%	C: -1%	D: 17%	E: -9%	F: 4%	G: -6%
> CCCCc1ccc(-n2nc3cc(Cl)c(NC(=O)c4ccc(OC)cc4)cc3n2)cc1
  A: 0%	B: -18%	C: 0%	D: -2%	E: -3%	F: 4%	G: -3%
> COc1ccc(N(C(=O)c2cccc(C)c2)S(=O)(=O)c2ccc(C)cc2)cc1
  A: 3%	B: 23%	C: 1%	D: 24%	E: -8%	F: 3%	G: 6%
> COc1cc(-c2noc(-c3ccc(N4CCOCC4)c([N+](=O)[O-])c3)n2)cc(OC)c1OC
  A: -7%	B: -10%	C: -3%	D: -13%	E: -10%	F: 3%	G: -1%
> CCc1ccc(S(=O)(=O)c2cn(C)c3cc(N4CCCC4)c(F)cc3c2=O)cc1
  A: -1%	B: -21%	C: 0%	D: 1%	E: -12%	F: -2%	G: -2%
> CN(C)c1ccc(CNc2nc(-c3ccco3)nn2S(=O)(=O)c2ccc(Cl)cc2)cc1
  A: -6%	B: -11%	C: -4%	D: -15%	E: -21%	F: -4%	G: -2%
> O=C(Nc1ccc(F)c(F)c1)c1cc(S(=O)(=O)NC2CCCCCC2)ccc1F
  A: -8%	B: 2%	C: -1%	D: 21%	E: ?	F: -6%	G: 1%
